# High-throughput results from PubChem BioAssay.
# Salmonella PhoP GFP = PhoP regulon inhibitors, Salmonella typhi PhoP promoter GFP reporter, confirmatory (AID 1850). 310,000 compounds, 0.33% hits. Salmonella Typhi PhoP-promoter GFP reporter, fluorescence, 4 h; higher % means a stronger effect. inhibition, % at 50 µM, or IC50 in µM where a hit was titrated; in the data active = a potency from the dose series; inconclusive = inhibition mostly from about 25% at the one dose, without a potency; inactive = the rest, 99 in 100 with inhibition below about 19%;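 note: 0% = induced wells with vehicle and 100% = uninduced wells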
# H1N1 NS1A inhibition = H1N1 influenza NS1A inhibitors, functional cell based assay (AID 504329). 340,000 compounds, 0.3% hits. NS1A functional cell-based assay, percent inhibition; higher % means a stronger effect. inhibition, % at 12.5 µM, or IC50 in µM where a hit was titrated; in the data active = a potency from the dose series; inconclusive = inhibition above about 27% without an active follow-up result; note: strong numbers were not always called active
# inhibitors of VEEV = inhibitors of VEEV TC-83 cytopathic effect, confirmation, Vero cells (AID 588727). Vero cells, VEEV TC-83 cytopathic effect inhibition; higher % means a stronger effect. inhibition, % at 20 µM, or IC50 in µM where a hit was titrated. 350,000 compounds, 0.13% hits; in the data active = a potency from the dose series; inconclusive = inhibition mostly from about 14% at the one dose, without a potency; inactive = the rest, 99 in 100 with inhibition below about 12%; note: strong numbers were not always called active
# tuberculosis growth = growth inhibition of non-replicating M. tuberculosis (AID 488890); Mycobacterium tuberculosis non-replicating, growth inhibition; higher % means a stronger effect; inhibition, % at 25 µM; hits with a dose series show IC50 in µM; 320,000 compounds, 0.39% hits; in the data active = a potency from the dose series; inconclusive = inhibition mostly from about 82% at the one dose, without a potency; inactive = the rest, 99 in 100 with inhibition below about 76%;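 note: plate controls were DMSO cells for no effect and high antibiotic wells for full effect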
# H37Rv inhibition = M. tuberculosis growth inhibition, HTS (AID 449762) | M. tuberculosis H37Rv growth inhibition, 7H9 media; higher % means a stronger effect | one-dose inhibition, % at 25 µM; IC50 in µM for titrated hits | 330,000 compounds, 0.59% hits; in the data active = a potency from the dose series; inconclusive = inhibition above about 70% without an active follow-up result;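 note: bacterial growth assessed after seven days of incubation; strong numbers were not always called active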
# inhibitors of VEEV 10K pilot screen = also measured in inhibitors of VEEV; calls as there; inhibition, %; measured here: 10K pilot screen inhibition
# Starred values were filed as active, the others as inactive; i = inactive; u = inconclusive; x = no result given.
SMILES,Salmonella PhoP GFP,H1N1 NS1A inhibition,inhibitors of VEEV,tuberculosis growth,H37Rv inhibition,others
CCN(CC)c1ccc(S(=O)(=O)N2CCCCC2)cc1NC(=O)CN1C(=O)NC2(CCCC2)C1=O,7%,3%,3.0%,13%,3%,
COc1ccc(S(=O)(=O)N2CCCCC2)cc1NC(=O)CN(Cc1ccco1)Cc1ccco1,x,-16%,13%,48%,-12%,
C=CCNC(=S)N1N=C(c2ccco2)CC1c1ccco1 (stereo not drawn),x,1%,2.2%,x,x,
CC(C)C12CN3CC(C(C)C)(CN(C1)C3c1ccco1)C2=O (stereo not drawn),-7%,10%,4.5%,-5%,2%,
Cn1c(O)c(C=Nc2ccc(Br)cc2)sc1=O,0%,-6%,0.9%,-13%,2%,
O=C(Nc1nc(-c2ccc(Cl)cc2)cs1)C1CCCO1 (stereo not drawn),4%,-15%,0.6%,14%,63%,
CCOc1ccc2[nH]c(=O)c(CN(CCO)C(=O)c3ccc(OC)c(OC)c3)cc2c1,1%,-1%,1.1%,4%,4%,
O=C1NCCN(C(=O)CCc2nnc(-c3ccsc3)o2)C1c1ccc(F)cc1 (stereo not drawn),4%,10%,1.1%,-3%,-8%,
Cc1ccc(CN2[C@@H]3c4ccccc4C[C@@H]3OCCS2(=O)=O)cc1,0%,3%,i,4%,25%,
Cc1ccccc1CSCC(=O)NC(=O)NCc1ccco1,-7%,-9%,0.2%,26%,-8%,
COC(=O)C1CN(C(=O)COc2ccc(Cl)cc2C)c2ccccc2O1 (stereo not drawn),-4%,4%,i,69%,31%,
COc1ccc(/C=C2/CCOC2=O)cc1,-4%,1%,0.8%,11%,5%,
CCOC(=O)c1c(NC(=O)c2c(N)n(CCCOC)c3nc4ccccc4nc23)sc2c1CCCC2,1%,8%,3.3%,-2%,9%,
Cc1cc(NC(=O)CSc2nccn2-c2ccc(F)cc2)no1,3%,8%,1.4%,-5%,-3%,
COc1ccc(-n2nnnc2SCC(=O)NCc2ccco2)cc1OC,6%,-1%,0.2%,-3%,-3%,
Cc1cccn2c(=O)c(C=O)c(N3CCC4(CC3)OCCO4)nc12,9%,x,2.0%,18%,-1%,
COc1ccc(C(=O)/C=C/Nc2c(C)n(C)n(-c3ccccc3)c2=O)c(OC)c1,13%,-6%,1.6%,-4%,6%,
CC(NC(=S)Nc1ccccc1C(F)(F)F)C1CC2CCC1C2 (stereo not drawn),4%,-2%,i,21%,1%,
CC(C)Cn1c(SCC(=O)N(C)C2CCS(=O)(=O)C2)nc2cc(Cl)ccc2c1=O (stereo not drawn),11%,1%,9.4%,0%,3%,
Cc1cc(C(=O)N2CCN(Cc3ccccc3)CC2)ccc1[N+](=O)[O-],-3%,17%,i,29%,7%,

# Sorted by length of the SMILES (largest number first): some entries from above
SMILES,Salmonella PhoP GFP,H1N1 NS1A inhibition,inhibitors of VEEV,tuberculosis growth,H37Rv inhibition,others
O=C1NCCN(C(=O)CCc2nnc(-c3ccsc3)o2)C1c1ccc(F)cc1 (stereo not drawn),4%,10%,1.1%,-3%,-8%,
Cc1cccn2c(=O)c(C=O)c(N3CCC4(CC3)OCCO4)nc12,9%,x,2.0%,18%,-1%,
COc1ccc(-n2nnnc2SCC(=O)NCc2ccco2)cc1OC,6%,-1%,0.2%,-3%,-3%,

# Returning to the listing with the 3 entries that preceded the break.
SMILES,Salmonella PhoP GFP,H1N1 NS1A inhibition,inhibitors of VEEV,tuberculosis growth,H37Rv inhibition,others
CC(NC(=S)Nc1ccccc1C(F)(F)F)C1CC2CCC1C2 (stereo not drawn),4%,-2%,i,21%,1%,
CC(C)Cn1c(SCC(=O)N(C)C2CCS(=O)(=O)C2)nc2cc(Cl)ccc2c1=O (stereo not drawn),11%,1%,9.4%,0%,3%,
Cc1cc(C(=O)N2CCN(Cc3ccccc3)CC2)ccc1[N+](=O)[O-],-3%,17%,i,29%,7%,
Cc1ccc(NS(=O)(=O)c2ccc(Cl)nc2)c(C)c1,x,13%,0.7%,x,x,
Cc1ccc(C)c(NC(=O)CCC(=O)NNC(=O)C(c2ccccc2)c2ccccc2)c1,-4%,-21%,6.1%,-9%,7%,
CN(C(=O)COC(=O)CCCN1C(=O)c2cccc3cccc(c23)C1=O)C1CCS(=O)(=O)C1 (stereo not drawn),-6%,-4%,3.4%,-2%,-4%,
Cn1cnnc1SCC(=O)N/N=C/c1ccc(OCC(N)=O)cc1,2%,-2%,i,4%,2%,
CC1c2[nH]c3ccccc3c2CCN1C(=O)Nc1ccccc1 (stereo not drawn),13%,-14%,2.3%,15%,-1%,
Cc1noc2c1C(c1ccc(N(C)C)cc1)C1=C(CC(C)(C)CC1=O)N2 (stereo not drawn),6%,0%,i,9%,-5%,
COc1ccc(/C=N/Nc2ncc(C(F)(F)F)cc2Cl)cc1OC,-1%,-4%,6.7%,12%,-6%,
CCCCN(C(=O)C(C)Oc1ccc(Br)cc1)c1c(N)n(CC(C)C)c(=O)[nH]c1=O (stereo not drawn),x,2%,i,58%,2%,
CC1(C)Cc2c(cnn2-c2ccc(F)cc2)C(NC(=O)CN2CCCC2=O)C1 (stereo not drawn),2%,-1%,2.0%,-3%,-1%,
O=C(c1ccc(=O)[nH]n1)N1CCN(S(=O)(=O)c2ccc3ccccc3c2)CC1,2%,8%,i,-10%,8%,
CCOc1ccc(NC(=O)N2CCC(n3nnc4cc(C)ccc43)CC2)cc1,-12%,-2%,2.2%,48%,-4%,
CC(C)(C)NC(=O)C1CC1(c1ccccc1)c1ccccc1 (stereo not drawn),1%,-20%,0.6%,-2%,9%,
CCOc1ccc(C(=S)N2CCCC2)cc1OCC,-10%,3%,i,-4%,3%,
COc1cc(/C=N/NC(=O)Cc2ccccc2)ccc1Oc1ccc([N+](=O)[O-])cc1[N+](=O)[O-],-6%,-2%,0.4%,13%,-6%,
CC(=O)c1c(C)[nH]c(C(=O)NNC(=O)c2ccc(Br)cc2)c1C,x,-6%,8.8%,12%,-2%,
COC(=O)[C@@H]1C[C@@]2(O)[C@@H](O)[C@@H](O)[C@@H](O)C[C@H]2N1CC(c1ccccc1)c1ccccc1,-5%,2%,i,-3%,-7%,inhibitors of VEEV 10K pilot screen=0.7
CCOc1ncccc1C(=O)Nc1ccc(C(=O)Nc2ccc(OC)cc2)cc1,x,-4%,1.2%,-7%,2%,
COc1ccc(N2CCN(C(=O)Cn3nnc(-c4ccccc4N)n3)CC2)cc1,0%,-4%,i,13%,7%,
CCc1nnc(NS(=O)(=O)c2ccc(NC(=O)c3cccc(OC)c3)cc2)s1,7%,-1%,i,30%,1%,
O=C(NCCCN1CCC(Cc2ccccc2)CC1)c1ccc2nc(N3CCOCC3)sc2c1,19%,22%,i,58%,u,
COc1ccccc1OCc1ccc(C(=O)NCCN(C)C)o1,7%,-25%,1.0%,-23%,-1%,
CN(C)C(=O)C(=O)c1cccn1-c1ccccc1C#N,8%,8%,1.2%,-6%,-9%,
CCOC(=O)CSc1nnc(CNC(=O)c2ccc(S(=O)(=O)N3CCCCC3)cc2)n1C,-15%,0%,2.6%,1%,-6%,inhibitors of VEEV 10K pilot screen=0.2
CC12CCC(C(=O)NCc3ccccn3)(OC1=O)C2(C)C (stereo not drawn),-4%,-3%,0.8%,42%,3%,
COc1ccc(CN/C=C2\CCCCC2=O)cc1,-5%,-10%,1.9%,23%,-11%,
CCCn1c(CCNC(=O)c2ccco2)nc2ccccc21,-1%,6%,0.2%,8%,-5%,
CCCCN(CCCC)c1nc2ccccc2nc1NS(=O)(=O)c1ccc(NC(C)=O)cc1,-8%,11%,0.3%,2%,0%,
Cc1nccc(-c2cc(-c3ccc(Cl)cc3Cl)no2)n1,0%,-6%,4.0%,7%,-1%,
CCn1c2c(c(=N)c3ccccc31)CCC2,-1%,-17%,i,-7%,-3%,
CCCCC1=CC2=CC(=O)C(C)(OC(=O)CC)C(=O)C2=CN1Cc1ccc2c(c1)OCO2 (stereo not drawn),-2%,14%,0.3%,23%,-2%,
Cc1cc(C)c(NC(=O)CSc2ccc3nnc(CCNC(=O)c4ccccc4)n3n2)c(C)c1,-23%,-4%,0.3%,-1%,-5%,
COc1cccc(CNC(=O)C(Cc2ccccc2)n2cccc2)c1 (stereo not drawn),9%,14%,0.8%,16%,31%,
Cn1c(=O)c2c(nc(N3CCOCC3)n2Cc2c(F)cccc2Cl)n(C)c1=O,10%,-1%,i,14%,1%,
Cc1ccc2oc(-c3ccco3)nc2c1,-20%,3%,2.6%,-6%,5%,
COC(=O)c1ccccc1OP1(=O)COc2ccccc2OC1,4%,2%,i,3%,-13%,
Cc1ccc(Cl)c(OC(=O)C2CSC3(C)CCC(=O)N23)c1 (stereo not drawn),1%,-8%,1.7%,-5%,2%,
COCc1c(C(=O)OCC(=O)N2CCCC2=O)oc2ccccc12,x,-4%,0.8%,-2%,-9%,
COc1ccc(/C=C2\CCCC3C2=NN(C(=O)c2ccco2)C3c2ccc(OC)c(OC)c2)cc1OC (stereo not drawn),-2%,-6%,9.7%,6%,-3%,
CC1=C(C(=O)OCC2CCCCC2)C(c2cccc(O)c2)NC(=O)N1 (stereo not drawn),-3%,21%,2.7%,12%,-2%,
O=C(COC(=O)C12CC3CC(CC(C3)C1)C2)NCCCc1ccccc1,-4%,-12%,0.9%,33%,4%,
COc1ccc(CC(=O)N[C@@H]2c3cc(OC)c(OC)cc3C[C@H]2O)cc1,x,-3%,0.3%,x,x,
FC(F)Oc1ccccc1NC(=S)Nc1cccc(Cl)c1Cl,1%,-7%,0.7%,u,4%,
COc1ccc(Cl)cc1NC(=O)CSc1nc(N2CCOCC2)nc(N2CCOCC2)n1,-7%,-8%,7.2%,6%,-20%,
COc1ccc(/C(C)=N/NC(=O)CNC(=O)c2cccs2)cc1OC,-3%,9%,0.9%,12%,0%,
Cc1ccc(C)c(-n2cc(CN3CCN(C(=O)c4ncn[nH]4)CC3)c(-c3ccccc3)n2)c1,6%,-4%,0.1%,-3%,4%,
c1ccc(-c2cc3c(NCC4COc5ccccc5O4)ncnc3s2)cc1 (stereo not drawn),-7%,-1%,5.7%,70%,u,
COc1cc(NC(=O)c2c(OC)cccc2OC)ccc1NC(=O)c1cc2ccccc2o1,-7%,2%,10%,13%,3%,
CC1(C)OC(=O)C(=NNc2ccc(Br)cc2)C(=O)O1,1%,5%,1.3%,20%,u,
COC(=O)C1(CC2CC(c3ccc(Cl)cc3)=NO2)CCN(C(=O)OC(C)(C)C)CC1 (stereo not drawn),1%,11%,i,26%,16%,
CSc1nnc(-c2cccc(C)c2)n1N,1%,-1%,0.0%,-6%,4%,
COc1cc(/C=N/NC(=O)C(Cc2c[nH]c3ccccc23)NC(=O)OCC(C)C)cc([N+](=O)[O-])c1O (stereo not drawn),7%,10%,i,43%,-1%,
COc1ccc(C2=CC(=O)C[C@H](c3ccc4c(c3)OCO4)C2)cn1,x,-8%,1.3%,10%,3%,
CCOC(=O)c1c(-c2ccccc2)oc2ccc(OC(=O)N(C)C)cc12,2%,-4%,i,16%,0%,
CCOC(=O)C1(Cc2ccc(OC)cc2)CCN(S(C)(=O)=O)CC1,-11%,-10%,1.4%,-3%,9%,
COc1ccc(-c2cccc3c2C2CC3CCN2C(=O)OCc2ccccc2)cc1 (stereo not drawn),x,-7%,2.1%,x,x,
COc1cc(OC)cc(C(=O)N[C@H](C(=O)NCc2ccc(F)cc2)C(C)C)c1,-4%,0%,i,24%,4%,
COc1ccc(CCNc2nc(-c3ccc(F)cc3)c(CC(=O)O)s2)cc1OC,0%,12%,2.0%,43%,-2%,
CSc1nnc(C(C)c2ncc(C(F)(F)F)cc2Cl)n1C (stereo not drawn),-5%,4%,i,-11%,-2%,
CCOC(=O)N1CCN(C(=O)c2noc(C(C)C)c2[N+](=O)[O-])CC1,-3%,-7%,0.9%,1%,-5%,
Cc1ccc(C)c(CN2C(=O)C3CCCN3c3ccc(C#N)cc32)c1 (stereo not drawn),2%,3%,2.5%,26%,-5%,
# Next part.
SMILES,Salmonella PhoP GFP,H1N1 NS1A inhibition,inhibitors of VEEV,tuberculosis growth,H37Rv inhibition,others
CCOC(=O)Nc1c(O)ccc2oc(C)c(-c3ccccc3)c12,9%,-2%,4.3%,10%,1%,
Cc1ccccc1Sc1ccc(N)cn1,4%,x,i,5%,u,
O=C(NCCCN1CCOCC1)c1c(F)c(F)c(F)c(F)c1F,-9%,-8%,2.2%,-28%,-4%,
C=CCn1c(SCc2cc(=O)n3cc(C)ccc3n2)nnc1-c1ccc(F)cc1,-5%,1%,0.1%,-6%,7%,
O=C1c2ccccc2C(=O)N1CCOc1cccc(Br)c1,-10%,-7%,2.3%,54%,-2%,
COC(=O)c1nc(N)sc1C(C)C,-1%,11%,0.6%,1%,-1%,
